Source: PubChem BioAssay (Sanford-Burnham Center for Chemical Genomics)
hIAP inh: blocks human intestinal alkaline phosphatase. P09923. purified IAP, CDP-Star luminescence, 30 min. inhibition, % at 10 µM. 0.12% of 330,000 active. AID 2544;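 active = inhibition reaching a set limit with compound at 10 µM in the primary screen, cut at about 35% in these data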;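 note: plate controls were DMSO wells with enzyme for no effect and no-enzyme buffer wells for full effect; values of inactives mirror those of a sister screen read the other way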
Target sequence (P09923 whole entry, looked up): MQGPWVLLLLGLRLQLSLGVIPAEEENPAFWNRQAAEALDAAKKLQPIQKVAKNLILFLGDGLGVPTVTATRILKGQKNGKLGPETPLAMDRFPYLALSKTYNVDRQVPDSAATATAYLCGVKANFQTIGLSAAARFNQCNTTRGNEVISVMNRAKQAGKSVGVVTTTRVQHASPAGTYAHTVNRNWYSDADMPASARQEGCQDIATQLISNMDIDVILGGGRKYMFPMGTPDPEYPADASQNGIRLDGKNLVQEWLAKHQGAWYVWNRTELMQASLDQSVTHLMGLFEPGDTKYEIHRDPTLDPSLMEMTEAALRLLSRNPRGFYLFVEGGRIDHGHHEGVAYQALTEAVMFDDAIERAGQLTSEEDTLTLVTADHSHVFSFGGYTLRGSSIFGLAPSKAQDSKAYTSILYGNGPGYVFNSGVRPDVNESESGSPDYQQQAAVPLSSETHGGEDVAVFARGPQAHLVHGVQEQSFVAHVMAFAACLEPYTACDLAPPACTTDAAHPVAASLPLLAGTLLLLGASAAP
mIAP inh: blocks mouse intestinal alkaline phosphatase | purified mouse IAP, CDP-Star luminescence, 30 min | inhibition, % at 10 µM | 0.2% of 330,000 active;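 active = inhibition of at least 40% at 10 µM in the primary screen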;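 note: plate controls were DMSO with enzyme for no effect and no enzyme wells for full effect; values of inactives mirror those of a sister screen read the other way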
mIAP act: mouse IAP activation; muIAP, CDP-Star luminescence, 30 min; hits give high values; 1 = vehicle-only enzyme signal, 0 = enzyme-free wells; activation factor at 10 µM; 0.24% of 330,000 active; AID 2805;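 active = activation factor of at least 2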; note: the source names both 10 and 20 µM as test concentration; values of inactives mirror those of a sister screen read the other way
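Assay system: mouse IAP enzyme; Reagent: CDP-Star chemiluminescent phosphatase substrate; Compound: DMSO-dissolved test compounds; Incubation: 30 min, room temperature; Technique: luminescence from enzymatic CDP-Star hydrolysis; Controls: DMSO-only wells and no-enzyme negative control.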
tim10-1 inh: tim10-1 yeast growth inhibition. S. cerevisiae tim10-1 ts strain growth, BacTiter-Glo, 24 h. 2.2% of 330,000 active. inhibition, % at 20 µM;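 active = inhibition of at least 40%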;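 note: mutant grown at 25 °C; 0% = DMSO wells with yeast and 100% = wells holding no yeast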
NALP3 yeast inh: inhibitors of NALP3 inflammasome in yeast. inhibition, % at 10 µM. 0.39% of 330,000 active. Yeast reconstituted NLRP3/ASC/caspase-1, beta-gal luminescence, 24 h. AID 2825;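 active = inhibition of 50% or more; inactive = inhibition below 50%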;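 note: plate controls were induced DMSO wells for no effect and uninduced yeast grown without galactose for full effect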
Apaf-1 inh: inhibitors of human Apaf-1 apoptosome | 0.71% of 330,000 active | inhibition, % at 20 µM | O14727 | reconstituted apoptosome caspase-3 activity, DEVD-Rh110 fluorescence; active = inhibition of at least 40% at 20 µM;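 note: plate controls were DMSO wells for no effect and DEVD-CHO caspase inhibitor wells for full effect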
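Material: reconstituted apoptosome with Apaf-1, cytochrome c, caspase-9, procaspase-3, dATP / Buffer or medium: pH 7.5 Hepes buffer with CHAPS, BSA, DTT / Also added: cytochrome c with DEVD-Rh110 / Schedule: compound with Apaf-1, dATP, procaspase-3 30 min, then 50 min reaction, room temperature / Technique: rhodamine 110 fluorescence at Ex 480/Em 540 nm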
hIAP activ: increases human intestinal alkaline phosphatase activity. purified human IAP, CDP-Star luminescence, 30 min; hits give high values; 1 = vehicle-only enzyme, 0 = enzyme-free background. activation factor at 10 µM. 0.16% of 330,000 active;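 active = activation factor of the enzyme at least 2-fold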; note: the source names both 10 and 20 µM as test concentration; values of inactives mirror those of a sister screen read the other way
TIM10 inh: TIM10 yeast growth inhibition | S. cerevisiae TIM10 strain growth, BacTiter-Glo luminescence, 24 h | inhibition, % at 10 µM | 1.4% of 330,000 active;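 active = inhibition of 40% or more at the single tested concentration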;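 note: wild-type TIM10 isogenic control strain grown at permissive 25 °C; 0% = DMSO yeast wells and 100% = minimal medium wells without yeast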
ATG4B inh: inhibitors of human ATG4B cysteine protease; Q9Y4P1; ATG4B cleavage of LC3-PLA2, NBD-HPC fluorescence, 1 h; inhibition, % at 8.33 µM; 0.51% of 340,000 active; in the data active = inhibition above about 40%
Target sequence (Q9Y4P1 whole entry, looked up): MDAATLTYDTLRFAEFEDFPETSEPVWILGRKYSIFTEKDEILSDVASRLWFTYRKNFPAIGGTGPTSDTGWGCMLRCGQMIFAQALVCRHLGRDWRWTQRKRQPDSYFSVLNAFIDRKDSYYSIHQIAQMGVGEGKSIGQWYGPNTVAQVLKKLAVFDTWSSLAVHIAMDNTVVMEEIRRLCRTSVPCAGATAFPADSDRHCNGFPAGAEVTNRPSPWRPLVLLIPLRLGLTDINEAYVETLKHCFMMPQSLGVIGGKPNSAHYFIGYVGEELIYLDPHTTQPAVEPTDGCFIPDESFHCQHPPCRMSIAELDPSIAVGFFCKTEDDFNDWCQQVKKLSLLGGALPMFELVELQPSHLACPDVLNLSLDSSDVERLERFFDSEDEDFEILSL
* marks the source's active call; other numbers are inactive results. Not a hit list. Share with any hit: about 4.5%.

SMILES	hIAP inh	mIAP inh	mIAP act	tim10-1 inh	NALP3 yeast inh	Apaf-1 inh	hIAP activ	TIM10 inh	ATG4B inh
O=C(Cn1cnc2ccccc2c1=O)NNC(=O)c1cccc([N+](=O)[O-])c1	9.5	-10.5	1.1	7.1	15.3	-12.1	0.905	7.1	-4.8
Cc1cc(C2=NNC(=NCCc3ccccc3)SC2)c(C)n1CC1CCCO1 (stereo not given)	-2.2	15.6	0.844	9.5	19.2	8.0	1.02	16.1	-2.9
COc1ccc(CNC(=S)Nc2cccc(F)c2)cc1	-11.6	-65.3	1.65	13.6	19.1	10.9	1.12	8.8	-11.7
CC1=NN(C(C#N)c2ccccc2C)C(c2ccccc2)C1 (stereo not given)	-5.6	-6.8	1.07	21.9	9.4	-5.1	1.06	-8.9	2.2
COc1ccc(OCC(=O)NNC(=O)c2cccs2)cc1	-54.9	8.3	0.917	10.9	-11.0	-9.2	1.55	10.0	-1.2
Cc1ccc(N2C(N)=NC(N)=NC23CCCC3)c(C)c1	-2.7	-1.8	1.02	-9.8	6.1	-6.1	1.03	7.7	-1.2
O=C1NC2(Nc3ccccc31)C(=O)Nc1ccc(Br)cc12 (stereo not given)	1.1	-4.6	1.05	2.8	2.5	-0.1	0.989	6.2	-5.3
CC(=O)c1ccccc1OCC(O)CN1CCN(c2ccccn2)CC1 (stereo not given)	-26.3	-3.3	1.03	15.4	22.7	-5.9	1.26	15.1	0.2
O=C(Nc1ccnn1C1CCN(Cc2ccc(CO)o2)CC1)c1ccccc1Cl	-21.0	3.7	0.963	2.0	-6.7	2.4	1.21	0.9	-3.0
COc1ccccc1NC(=O)C(C)NC(c1ccccc1)c1ccccc1 (stereo not given)	-19.3	0.1	0.999	7.8	10.7	22.3	1.19	0.7	3.9
Cc1cccc(NC(=O)CCC2CCN(Cc3nccs3)CC2)c1	-46.8	-7.6	1.08	-12.7	0.2	4.2	1.47	4.7	16.2
COc1ccc(-c2oc(=O)c3cc(OC)c(OC)cc3c2C#C[C@]2(O)CC[C@H]3[C@@H]4CCc5cc(OC)ccc5[C@H]4CC[C@@]32C)cc1	-12.1	7.9	0.921	8.3	14.6	1.4	1.12	2.3	-8.0
COc1cc(NS(=O)(=O)c2ccc(F)cc2)c(C(=O)O)cc1OC	2.1	-5.5	1.05	8.1	17.3	2.6	0.979	-18.4	5.6
O=C(NN1C(=O)C2C3C=CC(O3)C2C1=O)c1cccc(Br)c1 (stereo not given)	0.4	5.9	0.941	-2.8	15.0	3.9	0.996	-23.0	-6.2
Cc1ccc(C(=O)OCC(=O)c2ccccc2)cc1	-1.8	9.2	0.908	8.3	8.7	1.8	1.02	-4.6	31.6
COCC(C)n1c(SCC(=O)NC(=O)NC2CCCC2)nc2ccccc2c1=O (stereo not given)	16.5	5.7	0.943	18.9	11.2	5.3	0.835	12.7	-2.7
CC(C)(C)C(=O)Nc1ccnn1C1CCN(C(=O)c2ccc(Cl)cc2F)CC1	-26.1	1.9	0.981	-17.1	21.0	1.7	1.26	1.6	2.0
Cc1cc(C)n(-c2ccc3nnc(C)n3n2)n1	-9.4	2.2	0.978	-15.4	6.5	-19.6	1.09	-2.3	-1.8
COc1ccc(S(=O)(=O)N(C)C[C@@H]2Oc3ccc(NS(C)(=O)=O)cc3C(=O)N([C@@H](C)CO)C[C@H]2C)cc1	-6.6	1.2	0.988	0.7	-4.5	4.9	1.07	-1.0	3.5
CCC(=O)c1ccc(OC(=O)C2CCN(C3=NS(=O)(=O)c4ccccc43)CC2)cc1	8.7	-1.1	1.01	9.6	5.6	-1.7	0.913	7.6	-11.2
COc1ccccc1CNC(=O)C(=O)NCC1OCCCN1S(=O)(=O)c1cccs1 (stereo not given)	-8.4	7.4	0.926	6.5	11.1	11.0	1.08	5.5	1.7
CC(=O)c1c(C)n(-c2cccc(Cl)c2)c2ccc(O)cc12	-6.8	2.5	0.975	26.4	7.8	9.5	1.07	-6.4	-12.3
Cc1oc(-c2ccccc2)cc1C(=O)Nc1cccc2ccccc12	13.1	-78.9	1.79	34.4	26.8	10.4	0.868	30.9	-3.4
COc1ccc(OC(=O)COc2cc(C)ccc2C)cc1	12.1	0.1	0.999	-8.2	5.0	-0.7	0.879	-1.4	4.3

3 compounds out of the list, ordered by length of the SMILES, highest first.
SMILES	hIAP inh	mIAP inh	mIAP act	tim10-1 inh	NALP3 yeast inh	Apaf-1 inh	hIAP activ	TIM10 inh	ATG4B inh
CCC(=O)c1ccc(OC(=O)C2CCN(C3=NS(=O)(=O)c4ccccc43)CC2)cc1	8.7	-1.1	1.01	9.6	5.6	-1.7	0.913	7.6	-11.2
CC(C)(C)C(=O)Nc1ccnn1C1CCN(C(=O)c2ccc(Cl)cc2F)CC1	-26.1	1.9	0.981	-17.1	21.0	1.7	1.26	1.6	2.0
COCC(C)n1c(SCC(=O)NC(=O)NC2CCCC2)nc2ccccc2c1=O (stereo not given)	16.5	5.7	0.943	18.9	11.2	5.3	0.835	12.7	-2.7

(further entries)
SMILES	hIAP inh	mIAP inh	mIAP act	tim10-1 inh	NALP3 yeast inh	Apaf-1 inh	hIAP activ	TIM10 inh	ATG4B inh
CSC1=N/C(=C\c2c(F)cccc2Cl)C(=O)S1	11.3	9.7	0.903	18.8	31.3	2.7	0.887	17.1	0.6
O=C(/C=C1\NC2(CCCC2)Cc2ccccc21)C(=O)N/N=C/c1ccc(O)c(O)c1	-27.7	39.4	0.606	6.9	13.5	14.9	1.28	3.7	60.6*
CCOC(=O)CCc1c(C)c2ccc(OC3CCCCC3=O)c(C)c2oc1=O (stereo not given)	-19.5	0.2	0.998	17.4	26.7	15.4	1.2	-8.7	-5.3
O=C(Nc1ccc2nc(-c3ccco3)c(-c3ccco3)nc2c1)N1CCN(c2ccccn2)CC1	-1.5	11.7	0.883	-13.7	13.2	12.5	1.01	-9.8	0.6
Clc1ccc(C2=NOC(c3nnc(-c4ccccc4)o3)C2)cc1 (stereo not given)	13.6	-0.4	1	-6.2	21.1	0.5	0.864	-7.9	-9.5
Cc1coc2c(C)c3oc(=O)c(CCC(=O)NCc4ccccn4)c(C)c3cc12	17.1	13.7	0.863	19.9	16.1	-1.6	0.829	8.6	-21.8
COc1ccc(NC(=O)CSc2nnc(CNc3ccc(C)cc3)n2C)cc1	-6.2	5.1	0.949	10.9	1.8	-5.1	1.06	25.6	-9.8
COc1ccc(N(CC(=O)Nc2ccc(Cc3ccncc3)cc2)S(=O)(=O)c2ccccc2)cc1	-22.2	-135.4	2.35*	18.5	15.7	14.0	1.22	11.7	-0.4
C/C(=N\NC(=O)COc1ccc([N+](=O)[O-])cc1)c1ccco1	0.1	2.1	0.979	-22.6	14.5	-1.3	0.999	-6.2	-0.2
CC(C)(C)NS(=O)(=O)c1ccc(C(=O)Nc2ccc3c(c2)OCO3)cc1	18.0	5.1	0.949	-5.5	-4.9	5.6	0.82	17.9	-4.9
CSc1nc2ccc(NS(=O)(=O)c3ccc4c(c3)OCCO4)cc2s1	8.9	-5.4	1.05	21.5	11.0	10.2	0.911	8.1	-3.0
Cc1cccc(N2CCN(C(=O)Cc3ccc(-n4c(=O)[nH]c5ccsc5c4=O)cc3)CC2)c1C	-3.9	23.7	0.763	14.8	3.1	12.4	1.04	18.0	-4.5
CC(C)CCn1c(SCC(=O)Nc2ccccc2C(F)(F)F)nc2nccnc2c1=O	-27.7	4.3	0.957	15.1	1.4	2.4	1.28	10.6	3.3
O=c1[nH]snc1-c1c(Cl)cccc1Cl	14.3	0.1	0.999	-16.2	16.5	-3.4	0.857	-4.9	-32.2
CCc1ccc(-c2nn(Cc3ccccc3)cc2C(=O)NCC2CCCO2)cc1 (stereo not given)	11.3	1.1	0.989	6.8	10.6	6.9	0.887	7.8	-36.3
Cc1ccc(NCCC#N)cc1C	3.5	2.9	0.971	9.2	13.1	-0.9	0.965	-6.0	-0.3
O=C(Nc1ccc(F)cc1)C(c1ccccc1)N1CCN(CC(=O)N2CCCC2)CC1 (stereo not given)	2.0	-29.5	1.29	3.8	13.7	-1.7	0.98	5.9	-5.8
CC(C)CN(C(=O)Cn1c(=O)cnc2ccccc21)C1CCS(=O)(=O)C1 (stereo not given)	14.3	2.8	0.972	-21.9	2.0	-3.6	0.857	-11.3	-0.1
Cc1ccccc1C(=O)NCCNC(=O)c1ccco1	17.9	2.7	0.973	8.5	15.1	-0.3	0.821	2.0	4.8
S=c1nc(-c2ccccc2)n(CCCn2ccnc2)c2c1CCCC2	9.8	7.5	0.925	12.0	-2.4	4.0	0.902	-7.3	3.5
O=C(CCc1nc(-c2ccc(Cl)cc2)no1)NCC1CCCO1 (stereo not given)	3.2	-4.0	1.04	4.3	7.6	-5.9	0.968	14.8	-7.3
COc1ccc(N2CCN(S(=O)(=O)c3cccc4cccnc34)CC2)cc1	14.6	6.8	0.932	28.6	10.2	-0.7	0.854	11.7	-12.3
O=C(CSc1ncnc2c1oc1ccccc12)Nc1nc2ccccc2s1	-1.8	13.2	0.868	10.6	-26.3	12.4	1.02	11.0	1.9
COc1cc(/C=C2/SC(=S)N(CCC(=O)Nc3ccccc3)C2=O)cc(OC)c1OC	21.3	18.4	0.816	14.0	25.5	4.8	0.787	15.1	5.7
CCNC(=O)C(Cc1ccccc1)NC(=O)OCc1ccccc1 (stereo not given)	-7.0	6.1	0.939	-3.0	-0.1	2.5	1.07	2.7	-13.0
CC(C)c1ccc(N(C)C(=O)Cc2c(C(=O)O)n(C)c3ccccc23)cc1	1.0	-0.2	1	27.3	-1.1	5.0	0.99	8.4	-4.2
Nc1c(C(=O)c2ccc(Cl)cc2)sc2nc3c(cc12)CCC3	4.6	-2.4	1.02	-0.7	17.8	11.0	0.954	14.9	22.6
COc1ccc(CCNS(=O)(=O)c2c(C)nc3scc(C)n3c2=O)cc1OC	13.0	6.1	0.939	5.3	0.6	2.9	0.87	-14.9	0.1
CC(Oc1cc2oc(=O)c3c(c2cc1Cl)CCCC3)C(=O)NCC1CCC(C(=O)O)CC1 (stereo not given)	0.3	4.9	0.951	-7.1	14.9	-5.1	0.997	0.8	-3.3
Cc1cc(S(=O)(=O)N2CCOCC2)ccc1OCC(=O)Nc1cccc(C(F)(F)F)c1	-10.1	-29.1	1.29	-20.2	15.9	-5.4	1.1	2.4	-19.2
COc1cc(CCC(=O)OCC(=O)Nc2ccccc2F)cc(OC)c1OC	-16.3	-1.2	1.01	23.0	2.5	6.8	1.16	-1.0	1.4
Cc1ccc(-n2c(Cc3cccn3C)nnc2SCC(=O)NC2CCCCC2)cc1	-5.8	-15.4	1.15	20.0	5.9	0.3	1.06	32.7	3.2
Cc1ccc(-c2nnn(CC(=O)Nc3cccc4c3CCCC4)n2)o1	5.8	-7.1	1.07	8.3	-9.2	15.2	0.942	14.3	15.7
COc1cc(/C=N/NC(=O)c2cccc(S(=O)(=O)N3CCOCC3)c2)cc(OC)c1O	-1.4	6.1	0.939	8.1	-6.4	-17.6	1.01	-17.2	-10.6
Cc1[nH]c(C)c(S(=O)(=O)Nc2cccc(Cl)c2C)c1C(=O)N1CCCCC1	-2.2	1.7	0.983	14.5	12.7	-7.0	1.02	16.7	-5.8
CCOc1nc2ccccc2nc1NS(=O)(=O)c1ccc(Cl)cc1	8.3	7.3	0.927	19.6	15.7	-0.9	0.917	35.7	4.8
CCCn1c(N)c(N(CCOC)C(=O)c2cc3c(s2)CCCCC3)c(=O)[nH]c1=O	-7.7	1.4	0.986	6.6	8.9	-4.9	1.08	5.1	-4.5
Cc1ccc2nc(N/C(=N/S(=O)(=O)c3ccc(F)cc3)c3ccccc3)sc2c1	1.8	13.0	0.87	13.3	-23.9	17.2	0.982	12.0	7.6
